Pf growth 96h = P. falciparum growth inhibition at 96 hour, primary screen for plastid delayed-death inhibitors; P. falciparum luciferase reporter growth, 96 h; Potency, µM (series often up to 28.7 µM), for inactives: top-dose activity change, negative = inhibition, actives largely listed as inhibitors; 320,000 compounds, 6.9% hits; further: potency means the concentration at half of the fitted maximal effect; on the % scale 0 is the no-effect control and ±100 the full control effect
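Delayed-death screen, second-generation endpoint: infected erythrocytes, 2% hematocrit, 0.05% parasitemia final; 96 hours at 37 C, 5% CO2; luciferase detection reagent; luminescence decrease equals reduced growth.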
FBPA Giardia inh = Giardia lamblia aldolase inhibition. A8B2U2. purified Giardia FBPA. Potency, µM (series often up to 59.6 µM), for inactives: at the top dose activity, negative = inhibition, usual class: inhibitors. 290,000 compounds, 0.71% hits; further: potency means the concentration at half of the fitted maximal effect; on the % scale 0 is the no-effect control and ±100 the full control effect; nearly all actives have a fitted effect of over 55% in size
Target sequence (A8B2U2 whole entry, looked up): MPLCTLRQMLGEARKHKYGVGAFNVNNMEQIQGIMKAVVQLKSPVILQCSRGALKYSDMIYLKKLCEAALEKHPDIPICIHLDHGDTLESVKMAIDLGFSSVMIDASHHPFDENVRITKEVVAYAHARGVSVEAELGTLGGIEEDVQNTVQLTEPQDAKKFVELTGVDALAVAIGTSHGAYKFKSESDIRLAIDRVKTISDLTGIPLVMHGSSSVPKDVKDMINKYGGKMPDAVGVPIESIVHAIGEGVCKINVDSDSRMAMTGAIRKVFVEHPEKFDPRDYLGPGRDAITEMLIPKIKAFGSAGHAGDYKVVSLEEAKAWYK
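Giardia FBPA (40 nM reagent) was preincubated 10 min at RT with compound (up to 57.5 uM final), then substrate plus GAPDH/TPI/NAD/arsenate coupling system with diaphorase/resazurin was added; resorufin fluorescence (525/598 nm) was read after 20 min.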
HCV inh = inhibitors of hepatitis C virus infection; Huh7.5.1 HCVcc-Cre infection, luciferase reporter, 44 h; Potency, µM (doses to about 41.8 µM), for the others: top-dose activity change, negative = inhibition, most hits filed as inhibitors; 340,000 compounds, 3.4% hits; further: potency means the concentration at half of the fitted maximal effect; on the % scale 0 is the no-effect control and ±100 the full control effect
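Infectious HCV cell culture screen: compound-treated cells (1,000/well, pre-plated 4 h) are infected with HCVcc-Cre at roughly 0.5 moi and grown 44 h. Infection is quantified by luciferase signal after 15 min substrate incubation at room temperature.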
Shiga inhibitor = Shiga toxin inhibition | Vero cells, Shiga toxin protein synthesis inhibition reporter | inhibition, % at 38.7 µM | 290,000 compounds, 9.2% hits | AID 2315; in the data active means inhibition mostly above about 28%, no sharp cut-off; inactive means mostly below about 43%; further: 0% is about no effect
Cycloheximide cs = affects cycloheximide protein synthesis inhibition readout, counter-screen | cell reporter, cycloheximide protein synthesis inhibition counterscreen | max response, % | 300,000 compounds, 12% hits; in the data active means max response mostly above about 13%, no sharp cut-off; inactive means mostly below about 14%; further: read at 38.3 µM for the half of the compounds with a filed dose; 0% is about no effect
Pf growth 48h = P. falciparum growth inhibition at 48 hours (one generation); P. falciparum luciferase growth in erythrocytes, 48 h; Potency, µM (titrated, usually from 28.7 µM), inactives show at the highest dose activity change, negative = inhibition, most hits filed as inhibitors; 310,000 compounds, 5.9% hits; further: potency means the concentration at half of the fitted maximal effect; on the % scale 0 is the no-effect control and ±100 the full control effect
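Firefly luciferase activity from engineered P. falciparum reports growth; inhibitors lower the luminescent signal. Cultures contained 2% hematocrit erythrocytes at 0.1% final parasitemia.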
* marks the source's active call; other numbers are inactive results; ? = inconclusive; . = not tested or not shown; & = joins results of further samples; [ ] = remark or other dose. Unless noted, the call rests on the fitted dose curve; in most records, active means well fitted curve in the direction sought with a large enough effect; inconclusive means small, poorly fitted or top-dose-only effect, or another doubt; inactive means no such curve, though single readings can be large; an effect the other way counts as inactive or inconclusive.

Start of the data: the first two entries as a preview:
SMILES	Pf growth 96h	FBPA Giardia inh	HCV inh	Shiga inhibitor	Cycloheximide cs	Pf growth 48h
Clc1nnc2ccc(-c3ccccc3)nn12	?	0%	5%	-20	-2	.
CCCCN(C)Cc1c(O)ccc2c(-c3ccccc3)cc(=O)oc12	21%	-3%	-6%	-3	-2	?

Main list, from the start:
SMILES	Pf growth 96h	FBPA Giardia inh	HCV inh	Shiga inhibitor	Cycloheximide cs	Pf growth 48h
Clc1nnc2ccc(-c3ccccc3)nn12	?	0%	5%	-20	-2	.
CCCCN(C)Cc1c(O)ccc2c(-c3ccccc3)cc(=O)oc12	21%	-3%	-6%	-3	-2	?
CCOCCCNC(=O)C(NC(=O)c1ccc(=O)[nH]c1)c1ccc(Cl)cc1 (stereo not drawn)	12%	-1%	12%	-11	-1	.
O=C(Nc1ccc2c(c1)OCCO2)c1ccccn1	420%[activator]	-3%	-17%	31	12*	375%[activator]
Fc1ccccc1OCCCn1ccnc1	300%[activator]	-29%	10%	20	2	-3%
CCOC(=O)c1c(NC(=O)c2cccs2)sc(C)c1CC	?	-5%	8.9µM*	12	4	?
CC(O)CN(Cc1cccc(Cl)c1)CC(C)O (stereo not drawn)	39%[activator]	-14%	7%	-2	-6	10%
Cc1ccccc1C(=O)c1cccn1CC(=O)NCCCN1CCCCC1	2%	1%	24%	-5	-5	10%
O=C1NC(=O)N(Cc2ccc(F)cc2)C(=O)/C1=C\c1ccoc1	36%[activator]	-4%	4%	-9	8	5%
CCNC(=O)NC(=O)C(C)OC(=O)CCCc1nc2ccccc2s1 (stereo not drawn)	7%	3%	7%	1	8	-18%
Nc1nc(-c2ccc(Cl)cc2)nn1C(=O)c1ccco1	18%	1%	20%	39	11	27%
CCOC(=O)/C=C1\SCC(=O)N1CC(=O)NCCc1ccc(F)cc1	-20%	6%	-3%	-7	4	4%
COc1ccccc1C(=O)NCCCNC(=O)c1cccnc1	11%	-1%	22%	-7	-3	35%
CCOc1cc(C(=O)N=c2sccn2C)ccc1OC(F)F	-11%	.	?	71	35*	-7%
CN(C)C(CNC(=O)c1cc2ccccc2oc1=O)c1ccccc1 (stereo not drawn)	35%[activator]	-3%	8%	90*	27*	26%
Cc1ccc(SC(C)C(=O)NC(N)=O)c(C)c1 (stereo not drawn)	12%	-5%	2%	-3	-3	-16%
COC1(NC(=O)c2ccccc2)C(C)=CC(=O)C=C1C	0%	-10%	11%	-5	8	60%[activator]
COc1cc(NC(=O)c2ccco2)c(OC)cc1NC(=O)Nc1ccc(Cl)cc1	0%[5.75 µM]	1%	?	53	-3	-4%
Cc1cccc(CN(C(=S)Nc2c(C)cccc2C)c2cccnc2)c1	-8%	-11%	3%	14	4	-4%
CCn1c(N)c(C(=O)COC(=O)CCc2nc3ccccc3c(=O)[nH]2)c(=O)[nH]c1=O	14%	.	13%	.	.	-10%
Cc1ccc(S(=O)(=O)NCCCOC(=O)Nc2ccncc2)cc1	28%	3%	?	-1	-3	-13%
CC(C)N(Cc1ccccc1)C(=S)Nc1cccnc1	7.4µM*	1%	21%	-2	-5	?
CC1Cc2ccccc2N1S(=O)(=O)c1cccc2nsnc12 (stereo not drawn)	.	-5%	?	-12	-4	-12%
CCc1ccc(NC(=O)C2CCCN2c2nn3c(=O)cc(C)nc3s2)cc1 (stereo not drawn)	13µM*	-6%	5%	-5	-2	-3%
Cc1cc(C)n2[nH]c(=O)c(N=Nc3ccccc3)c2n1	.	-3%	11%	56	10	-18%

Profiles, quoted from the list. Order of screens: Pf growth 96h | FBPA Giardia inh | HCV inh | Shiga inhibitor | Cycloheximide cs | Pf growth 48h
Clc1nnc2ccc(-c3ccccc3)nn12 is listed with ? | 0% | 5% | -20 | -2 | .
COc1ccccc1C(=O)NCCCNC(=O)c1cccnc1 is listed with 11% | -1% | 22% | -7 | -3 | 35%
Cc1cccc(CN(C(=S)Nc2c(C)cccc2C)c2cccnc2)c1 is listed with -8% | -11% | 3% | 14 | 4 | -4%

Next section:
SMILES	Pf growth 96h	FBPA Giardia inh	HCV inh	Shiga inhibitor	Cycloheximide cs	Pf growth 48h
CCCCn1c(-c2sccc2C)n[nH]c1=S	48%[activator]	-15%	13%	-9	-3	0%
Cc1c(C#N)c(O)n(CCO)c(=O)c1N=Nc1ccc(S(N)(=O)=O)cc1	1%	?	0%	-4	2	10%
CCN(CC(=O)Nc1ccccc1C(F)(F)F)C(=O)CCOc1ccccc1C	31%[activator]	.	-14%	.	.	1%
Fc1c(F)c(F)c(NC2=NCCCCC2)c(F)c1F	0%	16%	-1%	-7	9	-2%
O=c1c2ccccc2ncn1/N=C/c1ccccc1	?	2%	0%	89*	40*	280%[activator]
[O][C@H]1[C@@H](O)[C@@H](CO)O[C@@H](O[C@@H]2[C@@H]3OC[C@H]2O[C@H](O[C@@H]2[C@@H](O)[C@H](C[C@@H]4[C@@H]5OC[C@H]4O[CH][C@@H]5O)O[C@H](CO)[C@@H]2OS(=O)(=O)O)[C@@H]3OS(=O)(=O)O)[C@@H]1O	.	0%	.	19	-13	.
O=C(Nc1ccc(N2CCOCC2)c(Cl)c1)c1cccc(F)c1	.	?	?	119*	44*	124%[activator]
O=C(Cc1cccs1)Nc1cccc(-c2ccc3nncn3n2)c1	-12%	-4%	5%	26	7	?
CN(C)c1ccc(S(=O)(=O)NCC(=O)N2CCN(c3ccccc3)CC2)cc1[N+](=O)[O-]	?	.	-4%	.	.	?
Cc1ccc(-c2cc(-c3ccco3)c(C#N)c(=O)[nH]2)cc1	20%	?	-2%	16	1	2%
CS(=O)(=O)N(CC(=O)N1CCN(Cc2ccccc2)CC1)c1cccc(Cl)c1	8%	-1%	-10%	-5	-2	.
Cc1ccc(C2(O)CN(c3ccccc3)C3=[N+]2CCS3)cc1 (stereo not drawn)	?	19%	?	24	7	-29%
COc1ccc(-c2csc(NC(=O)CSc3nc(C)nc4sc(C(=O)O)c(C)c34)n2)cc1	?	18%	6%	2	-2	?
O=C(Cc1c[nH]c2ccccc12)N1CCN(S(=O)(=O)c2ccc(Cl)cc2)CC1	-15%	.	4%	.	.	-8%
CSc1nc(=O)n(-c2ccccc2)c(C)c1C(C)=O	51%[activator]	0%	16%	34	26	48%[activator]
COc1ccc(Cn2nnnc2C(c2ccccc2Cl)N2CCN(C3CCCC3)CC2)cc1 (stereo not drawn)	75%[activator]	1%	-21%	-18	-9	15µM*
C=CCOC(=O)c1ccc(-n2cncn2)nc1	10%	12%	7%	14	13	.
Cc1ccc(S(=O)(=O)Nc2ccc3c(c2)OCCO3)c(C)c1NS(C)(=O)=O	?	3%	-5%	-1	-1	9%
CC(=O)Nc1ccc(OCC(=O)NCc2ccc(C)cc2)cc1	-13%	6%	-18%	-8	8	-25%
CN(Cc1c(C(=O)N/N=C/c2cccc(O)c2)nnn1-c1nonc1N)C1CCCCC1	5%	13%	3%	-13	-5	47%[activator]
CS(=O)(=O)N1CCN(C(=O)c2cccnc2)CC1	.	8%	9%	-10	28	25%
NC12CC3CC(CC(C3)C1)C2	?	-3%	1%[8.37 µM]	-8	-2	-13%&1%
O=C(NCCCC1CCCC1)C1CCC(=O)N(Cc2cccc(C(F)(F)F)c2)C1 (stereo not drawn)	12µM*	.	-6%	16	2	3%
CCOC(=O)C(CCOc1cccc(CC)c1)C(=O)OCC	?	-1%	-1%	-5	0	-19%
Cn1c2ccccc2c2ncn(CCCN3CCOCC3)c(=O)c21	.	-2%	?	43	7	4%
(next part)
SMILES	Pf growth 96h	FBPA Giardia inh	HCV inh	Shiga inhibitor	Cycloheximide cs	Pf growth 48h
Cc1cc(C)cc(N2C(=O)N(c3ccccc3C)C3CS(=O)(=O)CC32)c1 (stereo not drawn)	0%	0%	-16%	-43	-3	-15%
CCOc1ccccc1NC(=S)NC(=O)CCc1ccccc1	?	-4%	?	-3	1	?
O=C(NNC(=O)C12CC3CC(CC(O)(C3)C1)C2)c1ccccc1O	16%	.	-8%	-2	2	10%
Cc1ccc(-c2csc(NC(=O)C3CC(=O)N(Cc4ccco4)C3)n2)cc1 (stereo not drawn)	-10%	-8%	-28%	-17	3	-10%
Cc1ccc(S(=O)(=O)N(C)C)cc1NC(=O)C1CCCCC1	-5%	3%	7%	15	-1	-15%
Cc1ccc(/C=N/NC(=O)Cn2nnc(N)n2)cc1	35%[activator]	0%	18%	-4	-2	-3%
CCCCSc1nc2c(cnn2-c2ccc(Cl)cc2)c(=O)[nH]1	0%	-9%	18%	-10	-1	11%
COc1ccc(NC(=S)N2CCC(C(=O)c3ccc(C)cc3)CC2)cc1	64%[activator]	-13%	-25%	-1	8.9*	?
COc1ccc(-c2cc(C(F)(F)F)nc(-n3ccnc3C)n2)cc1	0%	-2%	?	-4	-2	6%
COc1cc(NC(=O)c2ccco2)c(C(=O)OCC(=O)c2c[nH]c3ccccc23)cc1OC	2.3µM*	-3%	?	18	0	4.1µM*
COc1cc(SC)ccc1C(=O)NCc1ccccc1	?	-9%	-27%	36*	26*	1%
O=C(COC(=O)COc1ccccc1Cc1ccccc1)Nc1cccnc1Cl	28%	16%	6%	6	-4	9%
CCOc1ccc(/C=N/NC(=S)NC2CC3C=CC2C3)cc1 (stereo not drawn)	8.3µM*	-7%	?	12	2	?
Cc1ccccc1N1CC(C(=O)Nc2nnc(SCc3ccccn3)s2)CC1=O (stereo not drawn)	7.4µM*	-17%	13%	-8	-4	13µM*
O=C(Nc1nc(-c2cccs2)cs1)c1ccc(S(=O)(=O)N2CCCC2)cc1	-12%	-4%	?	3	-6	?
CC1N=C(c2ccccc2Cl)c2cc(Br)ccc2NC1=O (stereo not drawn)	-1%	3%	4%	-2	0	-3%
Cc1ccc(C(C(=O)NC2CCCCC2)N(C(=O)CCCC(=O)Nc2ccccn2)c2ccc3c(c2)OCCO3)cc1 (stereo not drawn)	?	0%	-16%	24	11*	?
O=C(Nc1cccc(F)c1)C1CCCN(S(=O)(=O)c2ccccc2)C1 (stereo not drawn)	?	.	-19%	-6	-5	?
CC(N=Cc1c(O)[nH]c(=O)[nH]c1=O)c1ccccc1 (stereo not drawn)	?	7%	12%	-10	5	-20%
CC1(C)CN(c2ccc(F)cc2)C1=O	3%	3%	11%	-10	-6	22%
CCC(=O)Nc1cccc(NC(=O)c2cc3ccccc3o2)c1	36%[activator]	-10%	-16%	100*	45*	64%[activator]
O=C1NC(=Nc2ccccc2)S/C1=C\c1cccs1	45%[activator]	4%	-3%	89*	45*	-41%
O=C(O)/C=C/c1coc2ccccc2c1=O	29%	6%	3%	12	33*	30%
CS(=O)(=O)NCCn1ccc2ccccc21	25%	-6%	2%	41	-5	13%
CCOC(=O)N/N=C/c1cn(CCCOc2ccc(C)cc2)c2ccccc12	-27%	0%	6%	42*	64*	33%[activator]
CC(C)(C)C1CCC2(CC1)Nc1cccc3cccc(c13)N2	141%[activator]	-1%	6%	-14	5	?
CN(CCOc1ccc(Cl)cc1)C(=O)c1ccc2c(=O)n3c(nc2c1)CCC3	9%	.	6%	.	.	-4%
CC(C)(C)c1csc(NC(=O)c2ccncc2)n1	36%[activator]	0%	?	19	14	-5%
COc1ccc(-c2c(C)nc(N)nc2-c2ccc(OCc3ccc(C)cc3)cc2O)cc1OC	?	-5%	?	4	9	?
C/C(=N/NC(=O)CN1CCN(S(=O)(=O)c2ccc(Br)cc2)CC1)c1ccco1	?	-2%	13%	-8	-1	-14%

Reprinted from the results shown for reference:
SMILES	Pf growth 96h	FBPA Giardia inh	HCV inh	Shiga inhibitor	Cycloheximide cs	Pf growth 48h
Cc1cc(C)cc(N2C(=O)N(c3ccccc3C)C3CS(=O)(=O)CC32)c1 (stereo not drawn)	0%	0%	-16%	-43	-3	-15%
CCOc1ccccc1NC(=S)NC(=O)CCc1ccccc1	?	-4%	?	-3	1	?

Screens as filed in PubChem.
